Screening data as filed in PubChem BioAssay.
RECQ1 inh: qHTS Assay for Inhibitors of RecQ-Like Dna Helicase 1 (RECQ1). ATP-dependent DNA helicase Q1 (Homo sapiens), P46063. RECQ1 DNA unwinding, red fluorescence kinetic read. Potency, µM (titrated, usually from 57.3 µM), for inactives: top-dose activity, negative = inhibition, most hits filed as inhibitors. hit rate 0.54% among 240,000;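 note: plate controls were vehicle for no effect and no enzyme for full effect; nearly all actives have a fitted effect of over 30% in size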
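RECQ1T1 50 nM; forked duplex (20 bp + 30-nt ss tails) 200 nM, ATP 2 mM final; pH 8.0, 2 mM MgCl2, 2.5 ug/ml poly(dI-dC); 15 min compound preincubation; discontinuous kinetic read over 2 h at RT.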
Tau fibril FP: qHTS for Inhibitors of Tau Fibril Formation, Fluorescence Polarization; Microtubule-associated protein tau (Homo sapiens), P10636; K18 P301L tau heparin fibrillization, Alexa594 FP, 6 h; Potency, µM (doses to about 57.7 µM), for the others: top-dose activity, negative = inhibition, hits mostly inhibitors; hit rate 0.39% among 280,000; AID 1468, 2008; note: nearly all actives have a fitted effect of over 55% in size
Target sequence (P10636 561-689 P618L limits assumed): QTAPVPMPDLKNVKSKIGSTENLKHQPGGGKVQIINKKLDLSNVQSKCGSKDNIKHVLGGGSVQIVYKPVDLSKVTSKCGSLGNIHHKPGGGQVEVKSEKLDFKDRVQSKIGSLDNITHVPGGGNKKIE
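FP of Alexa 594-tau after heparin (20 uM) induction. Substrate: human K18 P301L, 15 uM unlabeled, 0.24 uM labeled. Buffer 100 mM sodium acetate pH 7. 6 hr, 37 C.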
TRb-SRC2 inh: qHTS for Inhibitors of the Interaction of Thyroid Hormone Receptor and Steroid Receptor Coregulator 2 | Thyroid hormone receptor beta (Homo sapiens), P10828 | TRbeta-SRC2 peptide binding, fluorescence polarization; receptor liganded with 1 µM T3 | Potency, µM (highest dose often 106 µM), without a hit: at the top dose activity change, negative = inhibition, usual class: inhibitors | hit rate 0.065% among 280,000 | AID 1469, 2008;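 note: plate controls were bound peptide for no effect and peptide without receptor for full effect; nearly all actives have a fitted effect of over 50% in size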
Target sequence (P10828 whole entry, looked up): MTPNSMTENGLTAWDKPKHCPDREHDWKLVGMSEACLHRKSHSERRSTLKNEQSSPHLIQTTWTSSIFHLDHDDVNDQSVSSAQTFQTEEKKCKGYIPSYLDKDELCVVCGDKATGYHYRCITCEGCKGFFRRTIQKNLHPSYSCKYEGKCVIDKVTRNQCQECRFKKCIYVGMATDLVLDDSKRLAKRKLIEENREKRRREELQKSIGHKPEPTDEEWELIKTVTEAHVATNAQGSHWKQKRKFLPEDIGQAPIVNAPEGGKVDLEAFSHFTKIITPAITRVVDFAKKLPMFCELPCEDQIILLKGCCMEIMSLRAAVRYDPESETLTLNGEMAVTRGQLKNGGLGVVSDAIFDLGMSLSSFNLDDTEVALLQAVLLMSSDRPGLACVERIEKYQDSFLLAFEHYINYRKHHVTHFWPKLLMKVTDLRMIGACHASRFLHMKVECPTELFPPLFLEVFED
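Fluorescence polarization of 20 nM Texas Red SRC2 peptide (20-aa NR interaction domain) bound to 0.6 uM human TRb ligand-binding domain, with 1 uM T3, after 5 hr at ambient temperature; inhibition seen as decreased polarization.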
KDM4E inh: qHTS Assay for Inhibitors of Human Jumonji Domain Containing 2E (JMJD2E) | Lysine-specific demethylase 4E (Homo sapiens), B2RXH2 | JMJD2E catalytic domain, FDH-coupled NADH fluorescence (FDH is formaldehyde dehydrogenase) | Potency, µM (series often up to 57.1 µM), for inactives: top-dose activity change, negative = inhibition, hits mostly inhibitors | hit rate 1.6% among 230,000; active = well fitted inhibition curve with a large enough effect, not every such curve was filed as active; inconclusive = small, poorly fitted or top-dose-only effect, or another doubt; inactive = no such curve, though single readings can be large or run the other way;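 note: 0% = wells with enzyme and -100% = buffer wells without enzyme; nearly all actives have a fitted effect of over 50% in size; many of its hits are not listed in these tables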
Target sequence (B2RXH2 1-337 limits assumed): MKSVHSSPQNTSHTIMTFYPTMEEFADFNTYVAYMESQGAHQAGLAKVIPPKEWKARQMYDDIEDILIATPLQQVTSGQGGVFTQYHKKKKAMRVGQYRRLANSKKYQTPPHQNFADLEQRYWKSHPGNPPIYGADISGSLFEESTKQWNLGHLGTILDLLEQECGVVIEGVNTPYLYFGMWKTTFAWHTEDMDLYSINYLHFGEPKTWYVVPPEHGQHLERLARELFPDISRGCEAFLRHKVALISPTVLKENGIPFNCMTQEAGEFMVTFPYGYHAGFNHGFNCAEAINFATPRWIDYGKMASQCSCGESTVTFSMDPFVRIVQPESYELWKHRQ
RGS12 GoLoco inh: qHTS Assay for Inhibitors of RGS12 GoLoco Motif Activity (Red Fluorophore). Guanine nucleotide-binding protein G(i) subunit alpha-1 (Homo sapiens), P63096. Gai1:RGS12 GoLoco peptide FP, rhodamine, 10 min. Potency, µM (titrated, usually from 61.6 µM), inactives show at the top dose activity, negative = inhibition, hits mostly inhibitors. hit rate 0.44% among 230,000. AID 880, 2007; active = well fitted inhibition curve with a large enough effect, not every such curve was filed as active; inactive = no such curve, though single readings can be large or run the other way; note: nearly all actives have a fitted effect of over 30% in size; many of its hits are not listed in these tables
TR SRC2 fluor cs: Total Fluorescence Counterscreen for Inhibitors of the Interaction of Thyroid Hormone Receptor and Steroid Receptor Coregulator 2; TRb/SRC2 Texas Red total fluorescence interference; Potency, µM (series often up to 106 µM), for the others: at the top dose fluorescence change, negative = quenching; hit rate 0.29% among 280,000; AID 1479, 2009; active = well fitted curve in either direction with a large enough effect; inconclusive = small, poorly fitted or top-dose-only effect
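Human TRb ligand-binding domain at 0.6 uM with 20 nM Texas Red SRC2 peptide in Tris buffer containing 1 uM T3 and 5% DMSO, incubated with compound 5 h at ambient temperature. Total fluorescence (555/632 nm) calculated as parallel + 2 × perpendicular.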
L3MBTL1 inh: qHTS Assay for the Inhibitors of L3MBTL1; Lethal(3)malignant brain tumor-like protein 1 (Homo sapiens), Q9Y468; AlphaScreen L3MBTL1–H3K9me1 peptide binding; Potency, µM (doses to about 57.1 µM), inactives show at the highest dose activity, negative = inhibition, most hits filed as inhibitors; hit rate 0.66% among 230,000; AID 485360, 2010; note: nearly all actives have a fitted effect of over 60% in size
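L3MBTL1 50 nM + b-AHA-H3(1-15)K9me1 75 nM, 30 min RT; compound added, 30 min RT; streptavidin donor/Ni-chelate acceptor beads 10 ug/mL each final, 30 min RT dark; AlphaScreen read.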
Tau ThT inhib: qHTS for Inhibitors of Tau Fibril Formation, Thioflavin T Binding | Microtubule-associated protein tau (Homo sapiens), P10636 | recombinant tau K18 P301L (four-repeat tau fragment), heparin-induced fibrillization, ThT fluorescence | Potency, µM (top dose mostly 57.4 µM), inactives show top-dose activity, negative = inhibition, actives largely listed as inhibitors | hit rate 2.1% among 270,000 | AID 1460, 2008; note: nearly all actives have a fitted effect of over 55% in size
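In this qHTS, human K18 P301L tau is incubated with compound and heparin for 6 hr at 37 C, and Thioflavin T fluorescence then reports fibril load.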
An asterisk follows results filed as active; i = inactive; ? = inconclusive; / = not tested or not shown; & = joins results of further samples; [ ] = remark or other dose. Unless noted, calls come from the whole dose curve; as a rule, active = well fitted curve in the direction sought with a large enough effect; inconclusive = small, poorly fitted or top-dose-only effect, or another doubt; inactive = no such curve, though single readings can be large; an effect the other way counts as inactive or inconclusive. Unless noted, % is set by controls: 0 for no effect and ±100 for the full control effect; potency is the fitted concentration of half-maximal effect. This is a subset; rates above refer to the full screens.

mol	RECQ1 inh	Tau fibril FP	TRb-SRC2 inh	KDM4E inh	RGS12 GoLoco inh	TR SRC2 fluor cs	L3MBTL1 inh	Tau ThT inhib
COc1nc(-c2ccccc2)ncc1S(=O)(=O)c1ccccc1	-4%	-3%	-1%	31%[activator]	11%	-5%	17%	1%
O=C1C2C3C=CC(C4CC34)C2C(=O)N1/N=C/c1ccc(-c2ccc([N+](=O)[O-])cc2)o1 (stereo not given)	-9%	-3%	2%	7%	-9%	-5%	-11%	?
CC(=O)Nc1ccc(OCC(=O)NCCc2ccccc2)cc1	-13%	-10%	5%	9%	-4%	-1%	/	-5%
CCCc1oc2ccc(NS(=O)(=O)c3ccc(OCC)cc3)cc2c1C(=O)OCC	/	-16%	7%	/	/	-2%	/	-4%
NS(=O)(=O)c1cccc(NC(=O)CSc2nc3ccccc3n2-c2ccccc2)c1	i	10%	-7%	8%	68%[activator]	-2%	26%	10%
COc1ccc(CC(=O)OCC(=O)Nc2cccnc2Cl)cc1OC	-1%	2%	-1%	7%	7%	-3%	1%[11.4 µM]	-2%
CSc1cccc(NC(=O)/C=C/c2ccccc2)c1	-18%	?	6%	-3%	8%	-2%	4%	10%
Cc1cc(C)c[n+](-c2nc3ccccc3nc2[N-]S(=O)(=O)c2cccs2)c1	-1%	-1%	5%	-10%	0%	5%	5%	0%
O=C(COC(=O)/C=C/c1cccc(F)c1)Nc1ncccn1	-6%	-7%	3%	4%	11%	-1%	/	/
O=S(=O)(O)c1ccccc1	-11%	/	-12%	/	1%	0%	/	/
O=C(O)c1ccc(NC(=O)[C@H](Cc2ccc(O)cc2)NC(=O)c2ccccc2)cc1	-2%	/	-1%&5%	/	-6%	4%&-3%	/	/
O=C(Oc1c(Cl)cc(Cl)c2cccnc12)N1CCOCC1	i	-3%	-6%	6%	10%	0%	/	-3%
CCNc1nc(C)nc2c1oc1ccccc12	-3%	4%	5%	-3%	3%	-2%	-2%	0%
CSc1sccc1/C=N/O	1%	3%	-5%	2%	21%	-2%	-5%	5%
Cc1ccc(NS(=O)(=O)c2ccc(Cl)c(C(=O)Nc3ccccc3-c3nc4ccccc4[nH]3)c2)cc1C	-1%	14µM*	5%	?	-8%	0%	1%	?
CCOC(=O)c1cn(CC)c2ccc(S(=O)(=O)N3CCC(C)CC3)cc2c1=O	-6%	-3%	-4%	-7%	4%	-2%	-4%	6%
COCCNC(=O)CSc1nc2ccc(N3CCOCC3)cc2c(=O)n1CCc1ccccc1	-14%	-1%	-6%	?	0%	-3%	-1%[11.4 µM]	?
CN1CCN(S(=O)(=O)c2ccc(SCCOc3ccccc3)nc2)CC1	-19%	0%	-3%	0%	-8%	1%	-4%	-15%
COc1ccccc1NC(=O)c1c(NC(=O)c2ccco2)sc2c1CCC(C(C)(C)C)C2 (stereo not given)	/	3%	-2%	/	/	-2%	/	-9%
COc1ccc(-c2ccc(=O)n(CC(=O)Nc3nnc(C(C)C)s3)n2)cc1OC	-8%	-4%	0%	2%	10%	1%	6%	-5%

Another view of part of the listing above.
> O=C(O)c1ccc(NC(=O)[C@H](Cc2ccc(O)cc2)NC(=O)c2ccccc2)cc1
- RECQ1 inh: -2%
- Tau fibril FP: /
- TRb-SRC2 inh: -1%&5%
- KDM4E inh: /
- RGS12 GoLoco inh: -6%
- TR SRC2 fluor cs: 4%&-3%
- L3MBTL1 inh: /
- Tau ThT inhib: /
> O=C(Oc1c(Cl)cc(Cl)c2cccnc12)N1CCOCC1
- RECQ1 inh: i
- Tau fibril FP: -3%
- TRb-SRC2 inh: -6%
- KDM4E inh: 6%
- RGS12 GoLoco inh: 10%
- TR SRC2 fluor cs: 0%
- L3MBTL1 inh: /
- Tau ThT inhib: -3%

The listing continues:
mol	RECQ1 inh	Tau fibril FP	TRb-SRC2 inh	KDM4E inh	RGS12 GoLoco inh	TR SRC2 fluor cs	L3MBTL1 inh	Tau ThT inhib
O=c1c2c3c(sc2nc2n1CCCCC2)C(O)CCC3 (stereo not given)	-1%	2%	-2%	6%	-3%	-1%	5%	4%
Cc1cc(NC(=O)C2=C(O)c3ccccc3S(=O)(=O)N2C)no1	-2%	-3%&-3%	7%	5%	3%	-1%	12%	-8%&-16%
CCNc1ccc2noc3c2c1C(=O)c1ccccc1-3	3.5µM*	28µM*	14µM*	-7%	4µM*	45µM*[fluorescent]	?	7.9µM*
CN(C)S(=O)(=O)N(CC(=O)NCCSCc1cccc(Cl)c1)c1ccccc1	/	9%	11%	/	/	3%	/	-9%
CCOC(=O)C(NCCCCl)c1ccccc1 (stereo not given)	-3%	-4%	9%	6%	-4%	4%	/	0%
CC(C)(C)n1nnnc1C(c1ccc(Cl)cc1)N1CCCc2ccccc21 (stereo not given)	2%	13%	6%	-7%	-7%	1%	2%	-1%
Cc1c(NC(=O)C2CCCN2C(=O)c2cccs2)c(=O)n(-c2ccccc2)n1C (stereo not given)	i	-12%	-2%	1%	7%	1%	7%	0%
Cc1ccc(Cl)cc1N1CCN(C(=O)c2cn(C)c3ccc(S(=O)(=O)N4CCCC4)cc3c2=O)CC1	/	-5%	-5%	/	/	0%	/	-7%
Cc1ccc(/C=C/c2nc3ccccc3n2S(=O)(=O)c2ccc(Br)cc2)cc1	/	-17%	-7%	/	/	-1%	/	-6%
Cc1ccc(N2CCN(S(=O)(=O)c3cc(Br)cc4c3N(C(=O)C3CC3)CC4)CC2C)cc1 (stereo not given)	/	5%	12%	/	/	-2%	/	-12%
COc1cc(C(=O)N/C(=C\c2cn(C)c3ccccc23)C(=O)NCCCO)cc(OC)c1OC	-12%	0%	-9%	?	16%	1%	/	-5%
CCCCCn1c(=O)[nH]c2cc(C(=O)NCCN(C)CCCC)ccc2c1=O	/	-9%	-4%	/	/	-1%	/	-10%
COC(=O)C(C(=O)OC)c1ncc(C(F)(F)F)cc1Cl	i	0%	-12%	-6%	5%	-2%	1%	2%
O=c1[nH]c2ccccc2nc1CCc1ccccc1	-12%	8%	-4%	-12%	7%	-2%	-17%	0%
COc1ccccc1NC(=O)C(=O)NCC(c1ccc2c(c1)OCO2)N1CCOCC1 (stereo not given)	/	-2%	5%	/	/	1%	/	10%
N#Cc1c(-c2ccncc2)c2c([nH]c1=O)-c1ccccc1OC2	i	-2%	5%	?	3%	-1%	8%	23%
O=C(Cc1cc(=O)[nH]c(=O)[nH]1)NCCN1CCOCC1	-3%	-9%	-1%	-5%	-7%	-4%	-10%	-8%
Cc1ccc(OC(=O)C(C)c2cccc(C(=O)c3ccccc3)c2)cc1 (stereo not given)	-10%	-1%	8%	0%	3%	2%	28%	-9%
CCN1CCN(Cc2c(O)ccc3c(=O)c(Oc4ccccc4Cl)c(C(F)(F)F)oc23)CC1	/	0%	-8%	/	/	0%	/	-7%
Cc1ccc(S(=O)(=O)c2cn(CC(=O)Nc3ccc4c(c3)OCO4)c3ccccc3c2=O)cc1C	/	-15%	0%	/	/	4%	/	-12%

Quoted from the listing:
RGS12 GoLoco inh with Cc1ccc(NS(=O)(=O)c2ccc(Cl)c(C(=O)Nc3ccccc3-c3nc4ccccc4[nH]3)c2)cc1C : -8%
KDM4E inh with CSc1sccc1/C=N/O : 2%

Further records:
mol	RECQ1 inh	Tau fibril FP	TRb-SRC2 inh	KDM4E inh	RGS12 GoLoco inh	TR SRC2 fluor cs	L3MBTL1 inh	Tau ThT inhib
CCCOC1(NC(=O)c2ccccc2)C(C)=CC(=O)C=C1C	-4%	-4%	-3%	4%	-3%	2%	6%	-6%
COc1ccc(C(=O)Nc2nc(N)n(-c3ccccc3)n2)cc1OC	-5%	-9%	-15%	1%	7%	0%	-5%	-6%
CC(C)C(=O)Nc1ccc2nc(SCC(=O)N3CCc4ccccc43)sc2c1	/	-3%	4%	/	/	?	/	1%
COc1cc(OC)cc(-c2nc3n(n2)C(c2ccccc2)C(C(N)=O)=C(C)N3)c1 (stereo not given)	/	0%	5%	/	/	-2%	/	-3%
CNC(=O)c1cn(-c2ccccc2)c(=O)c2ccccc12	0%	3%	4%	1%	1%	-4%	0%	0%
COc1ccc(Cn2nnnc2CN2CCC(O)(c3ccccc3F)CC2)cc1	-6%	2%	-1%	4%	-6%	-2%	51%[activator]	-4%
CCC1CCCCN1CC(O)Cn1c2ccccc2n2c(=O)cc(C)c(C#N)c12 (stereo not given)	-1%	-1%	6%	?	0%	3%	9%	5%

A different layout for some results above:
Each structure is followed by: RECQ1 inh, Tau fibril FP, TRb-SRC2 inh, KDM4E inh, RGS12 GoLoco inh, TR SRC2 fluor cs, L3MBTL1 inh, Tau ThT inhib
CCC1CCCCN1CC(O)Cn1c2ccccc2n2c(=O)cc(C)c(C#N)c12 (stereo not given)
→ -1%, -1%, 6%, ?, 0%, 3%, 9%, 5%
CNC(=O)c1cn(-c2ccccc2)c(=O)c2ccccc12
→ 0%, 3%, 4%, 1%, 1%, -4%, 0%, 0%
